CHO-K1 Ca ag: counter-screen for M1 agonists: effect in parental CHO-K1 cells; Fluo-8 calcium fluorescence; scaled to maximal ATP response, vehicle zero; activation, % at 3 µM; hit rate 0.48% among 360,000; AID 602248, 2012; in the data active = activation above about 15%;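 note: untransfected CHO-K1 host cells lacking M1 receptor as counterscreen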
OXTR agonist: human OXTR agonists, primary screen, fluorescence, CHO-OTR cells, Fluo-8 calcium | Fluo-8 calcium fluorescence; normalized: DMSO 0%, oxytocin 100% | AID 2435, 2010 | activation, % at 3 µM | hit rate 0.32% among 320,000 | Oxytocin receptor (Homo sapiens), P30559;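 active = activation above the mean of all tested compounds plus 3 SD, cutoff set per screening run, cut at about 20% in these data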;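 note: peak over basal fluorescence ratio from a 100 s FLIPR kinetic read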
Target sequence (P30559 whole entry, looked up): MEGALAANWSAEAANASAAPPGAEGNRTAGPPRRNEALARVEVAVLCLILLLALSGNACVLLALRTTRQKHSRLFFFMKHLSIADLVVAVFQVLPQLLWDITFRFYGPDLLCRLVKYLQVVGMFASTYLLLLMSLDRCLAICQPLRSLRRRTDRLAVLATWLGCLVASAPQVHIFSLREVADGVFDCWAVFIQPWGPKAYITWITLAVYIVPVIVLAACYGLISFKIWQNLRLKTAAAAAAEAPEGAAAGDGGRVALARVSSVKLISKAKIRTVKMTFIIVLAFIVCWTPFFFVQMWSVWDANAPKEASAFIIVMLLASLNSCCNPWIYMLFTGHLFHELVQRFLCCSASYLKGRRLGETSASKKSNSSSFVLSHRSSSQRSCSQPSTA
CHO parental Ca: ATP-evoked calcium signal inhibitors, parental CHO, primary screen, counter-screen for OX1R antagonist project, cell-based, fluorescence, Fluo-8 calcium dye; AID 463079, 2010; parental CHO-K1, ATP-induced calcium, Fluo-8 fluorescence; hit rate 0.63% among 330,000; inhibition, % at 5.6 µM;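 active = inhibition above that plate's mean sample inhibition plus 3 SD, cut at about 26% in these data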;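 note: 0% = ATP-challenged DMSO wells and 100% = DMSO wells without ATP; some compounds past the cut are filed as inactive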
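Assay system: parental CHO cells; Read-out basis: percent inhibition of ATP-evoked calcium rise, normalized to controls; Benchmarks: ATP and no-ATP DMSO wells; Compound dosing: single nominal dose of 5.6 µM per compound; Signal: Fluo-8 calcium dye fluorescence; Also added: ATP as calcium-mobilizing challenge; Repeats: singlicate.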
TAAR1 antag: human TAAR1 antagonists, primary screen, Fluo-8 calcium fluorescence, CHO RD-HGA16 cells; antagonist; inhibition, % at 3 µM; hit rate 1.5% among 360,000;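 active = inhibition above a per-plate cutoff, the mean inhibition of test compounds on that plate plus 3 SD, cut at about 49% in these data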;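 note: 0% = DMSO plus EC80 beta-PEA response and 100% = DMSO alone without agonist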
Target sequence (Q96RJ0 whole entry, looked up): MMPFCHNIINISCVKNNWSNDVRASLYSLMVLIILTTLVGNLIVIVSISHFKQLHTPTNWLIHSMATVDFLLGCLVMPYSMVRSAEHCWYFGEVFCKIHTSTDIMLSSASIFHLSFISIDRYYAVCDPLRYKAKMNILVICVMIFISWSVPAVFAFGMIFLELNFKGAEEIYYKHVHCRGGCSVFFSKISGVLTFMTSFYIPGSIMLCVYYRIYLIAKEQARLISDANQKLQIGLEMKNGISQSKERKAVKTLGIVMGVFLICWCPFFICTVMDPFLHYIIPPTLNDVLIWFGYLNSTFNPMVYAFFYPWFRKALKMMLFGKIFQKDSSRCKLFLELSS
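Test system – hTAAR1-expressing CHO RD-HGA16 cells, Gα16-coupled · Also added – β-PEA at EC80 concentration, post-compound challenge · Compound – 3 µM, single point · Incubation – dye loading 75 min at 37 °C, then 30 min room temperature · Measured by – Fluo-8 intracellular calcium dye fluorescence, real-time kinetic reads · Benchmarks – vehicle and agonist controls · Replicates – singlicate, one well per test compound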
GPR7 antag: GPR7 receptor antagonists, primary screen, cell-based, fluorescence, single concentration | GPR7-expressing cells, fluorescence antagonist assay | Neuropeptides B/W receptor type 1 (Homo sapiens), P48145 | inhibition, % at 4.4 µM | AID 1861, 2009 | hit rate 1.1% among 290,000; in the data active = inhibition above about 16%, passing the limit was not always enough;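 note: cells stimulated with the agonist NPW; 0% = agonist with vehicle and 100% = vehicle without agonist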
Target sequence (P48145 whole entry, looked up): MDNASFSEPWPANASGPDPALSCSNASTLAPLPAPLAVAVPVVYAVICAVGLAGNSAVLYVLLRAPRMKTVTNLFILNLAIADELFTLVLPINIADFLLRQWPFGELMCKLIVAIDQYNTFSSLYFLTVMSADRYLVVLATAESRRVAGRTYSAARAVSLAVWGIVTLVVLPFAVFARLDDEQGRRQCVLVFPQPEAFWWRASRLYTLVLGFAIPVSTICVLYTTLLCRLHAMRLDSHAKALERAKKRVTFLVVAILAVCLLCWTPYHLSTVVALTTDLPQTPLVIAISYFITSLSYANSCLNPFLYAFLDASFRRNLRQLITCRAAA
CHO-K1 Ca antag: M1 antagonist counterscreen hit in parental CHO-K1 cells. ATP-induced calcium, Fluo-8 fluorescence. inhibition, % at 3 µM. hit rate 0.6% among 360,000. AID 602250;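 active = inhibition above a per-plate cutoff, the plate's mean sample inhibition plus 3 SD, cut at about 24% in these data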;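 note: 0% = DMSO plus EC80 ATP and 100% = DMSO alone without ATP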
V1R ag counter: agonists of human V1a receptor, primary screen, counter-screen for OXTR agonist project, fluorescence, CHO-V1R cells; Vasopressin V1a receptor (Homo sapiens), P37288; Fluo-8 calcium fluorescence, agonist mode; 0% DMSO, 100% 3 nM vasopressin; activation, % at 3 µM; hit rate 0.25% among 320,000; AID 2797, 2010;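 active = activation above the mean activation of all tested compounds plus 3 SD, per screening run, cut at about 20% in these data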;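 note: signal is peak over basal fluorescence ratio across a 100 second FLIPR read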
M1 PAM parental: nonselective calcium activators in parental CHO-K1 cells, primary screen, counter-screen for M1 PAM project, cell-based, Fluo-8 calcium fluorescence, full deck, 1536-well; activation, % at 3 µM; hit rate 0.02% among 360,000; ATP EC20; 0% at ATP EC20, 100% at ATP max;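 active = activation above the run cutoff, the mean activation of all test compounds plus 3 SD, cut at about 40% in these data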;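 note: peak over basal fluorescence ratio in a 140 s read after ATP addition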
OXTR potentiate: human OXTR potentiators, primary screen, fluorescence, CHO-OTR cells, Fluo-8 calcium; Fluo-8 calcium fluorescence, potentiator mode; 0% = oxytocin EC15, 100% = EC100; activation, % at 3 µM; hit rate 0.061% among 320,000; AID 2445, 2010;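 active = activation above that plate's cutoff, the mean activation of tested compounds plus 3 SD, cut at about 6.6% in these data, passing the limit was not always enough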;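 note: 100% uses oxytocin at 75 nM as the full agonist control; some results filed as inactive read as strong as hits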
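Assay system: CHO-OTR cells, human receptor / Also added: oxytocin at about EC15, sub-maximal agonist stimulus / Dosing: single dose, 3.0 µM nominal final compound concentration / Incubation: 6 min pre-incubation, 100 s read / Technique: Fluo-8 calcium dye fluorescence / Read-out: % activation vs EC15 and EC100 oxytocin / Benchmarks: EC15 oxytocin low, 75 nM oxytocin high / Replicates: singlicate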
Numbers without * were called inactive; x = not tested or not shown.

Start of the listing, in advance:
SMILES	CHO-K1 Ca ag	OXTR agonist	CHO parental Ca	TAAR1 antag	GPR7 antag	CHO-K1 Ca antag	V1R ag counter	M1 PAM parental	OXTR potentiate
CC1=NCCN1S(=O)(=O)c1cc([N+](=O)[O-])ccc1Cl	0.1	0.9	-6	-4	-3	-18	0.7	22	-1
COc1ccc(C2CC(=O)c3cnc(NC(=O)c4ccco4)nc3C2)cc1 (stereo not drawn)	0.6	-0.6	-12	-2	1	-10	-0.3	14	-13

The list itself, repeating the preview:
SMILES	CHO-K1 Ca ag	OXTR agonist	CHO parental Ca	TAAR1 antag	GPR7 antag	CHO-K1 Ca antag	V1R ag counter	M1 PAM parental	OXTR potentiate
CC1=NCCN1S(=O)(=O)c1cc([N+](=O)[O-])ccc1Cl	0.1	0.9	-6	-4	-3	-18	0.7	22	-1
COc1ccc(C2CC(=O)c3cnc(NC(=O)c4ccco4)nc3C2)cc1 (stereo not drawn)	0.6	-0.6	-12	-2	1	-10	-0.3	14	-13
CCCSCCCNC(=O)Cn1cc2c(n1)CCC(C)C2 (stereo not drawn)	-0.7	-1.8	-9	-21	-17	2	-0.4	-3	-2
Cc1[nH]nc(-c2ccc(O)cc2O)c1Oc1ccccc1	8.1	17	13	1	-7	11	13	4	-12
CC1(C)Cc2c(ccc3ccccc23)-c2nnc(-c3cccnc3)n21	5.3	1.0	-1	9	-5	11	1.3	8	-9
COc1ccc(CN(C)C(=O)[C@H]2O[C@@H](n3cnc4c(N)ncnc43)[C@H](O)[C@@H]2O)cc1OC	8.1	x	x	-12	x	-3	x	11	x
NC(=O)C1CCN(C(=O)Cc2ccc(-c3ccccc3)cc2)CC1	1.1	1.1	-14	-13	-15	-8	0.5	-4	-7
COc1ccccc1N(CC(O)COc1c(C)cc(C)cc1C)S(=O)(=O)c1ccccc1 (stereo not drawn)	0.5	-1.1	19	9	7	0	-0.4	15	-9
O=C(CSc1cn[nH]n1)Nc1ccccc1F	1.6	3.9	1	-24	x	-11	-0.6	4	-6
CCCn1c(C(C)Nc2nc(-c3cc(Cl)c(N)c(Cl)c3)cs2)nc2cc(Cl)c(N3CCCCC3)cc21 (stereo not drawn)	0.8	-0.7	-28	-9	-19	-17	-0.4	8	-7
CC(Cn1nnc2ccccc21)C(=O)O (stereo not drawn)	1.7	1.0	1	-27	4	-12	0.6	7	-5
CC(=O)Oc1ccc(/C=C2/CCc3ccccc3C2=O)cc1	3.3	-0.1	0	-11	-4	0	0.5	8	-11
Cn1cnc2ccc([N+](=O)[O-])cc2c1=O	0.9	0.7	-7	9	-1	-9	0.6	29	0
O=C1C(=Cc2ccccc2[N+](=O)[O-])Cc2ccccc21	0.1	x	x	6	x	5	x	13	x
COc1ccc(CC(=O)N/N=C(\C)c2cccs2)cc1OC	11	x	x	-24	5	13	x	2	x
Cc1cc(-c2nnc(CCC(=O)NCc3cccc(C(F)(F)F)c3)o2)no1	-0.1	-0.7	-16	-34	4	-12	0.3	-10	-10
O=C(Nc1cnccn1)c1cccs1	0.1	0.0	-9	-9	-6	-32	-0.4	10	-2
CCOC(=O)c1cccc(NS(=O)(=O)c2c(C)[nH]c(=O)[nH]c2=O)c1	1.0	0.2	9	7	-5	-17	0.9	27	-2
CC1(c2ccc3c(c2)OCCO3)NC(=O)N(CC(=O)Nc2ccccc2)C1=O (stereo not drawn)	3.6	6.1	-9	-14	x	-24	3.9	9	-4
Cc1c(C(=O)NC(=S)Nc2cccnc2)cccc1[N+](=O)[O-]	-0.3	-0.6	-3	4	-13	-4	1.1	-16	-6
CCC1(CC)NC(=O)N(CC(=O)NCc2ccc3c(c2)OCO3)C1=O	0.0	0.2	-11	1	-7	-5	0.8	10	-12
CS(=O)(=O)N1CCc2cc(C(=O)OCC(=O)c3ccccc3)ccc21	2.6	2.0	-10	2	-13	-3	2.9	24	-1
COc1ccccc1N1CCN(Cc2c[nH]c3ccccc23)CC1	2.0	4.4	-17	-7	-4	-12	1.5	16	-5
COc1ccccc1OCCCc1c(C)n[nH]c1C	0.9	0.3	-9	-29	1	-14	0.0	16	-6
C=CCn1c(Sc2nnc(C)s2)nc2c1c(=O)[nH]c(=O)n2C	1.0	-0.3	-5	2	1	-8	0.4	17	-8
CC(=O)Nc1ccc(NC(=O)/C(=C/c2ccco2)NC(=O)c2ccccc2)cc1	1.2	-0.2	-14	2	-5	-1	0.0	16	-1
CC(C)(C)NC(=O)COC(=O)C1c2ccccc2Oc2ccccc21	11	0.6	-12	1	4	-2	2.8	-6	-10
Oc1ccc2ccccc2c1/C=N/c1nccs1	-0.2	0.3	16	-16	-7	12	1.7	-6	-4
O=C(/C=C/c1ccc2c(c1)OCCO2)c1ccc(O)cc1	3.9	1.6	4	-19	-2	-5	1.1	5	-3
O=C(NCc1ccc(F)cc1)c1cccc(NC2=NC3CS(=O)(=O)CC3S2)c1 (stereo not drawn)	0.5	-1.1	9	-11	0	-8	0.5	28	-1
Cc1nnc(N2CCC(C(=O)NC3CCC(C)CC3)CC2)c2nn(-c3ccc(Cl)cc3)c(C)c12 (stereo not drawn)	-1.6	-2.5	-15	x	12	-14	-2.0	-7	-21
CC1(c2ccccc2)CC(c2ccccc2)=C(C#N)C(=O)N1 (stereo not drawn)	0.7	x	x	-42	x	-21	x	19	x
O=C(Nc1ccc(OC(F)(F)F)cc1)C1CCCN(S(=O)(=O)c2cnc[nH]2)C1 (stereo not drawn)	0.3	0.0	-10	x	-15	-15	0.5	18	-1
COc1cc(NS(=O)(=O)c2ccc3c(c2)oc(=O)n3C)cc(OC)c1OC	-0.2	-0.8	5	-10	-3	19	0.1	-6	-4
O=C1CCN(Cc2cccnc2)CCN1[C@H](CO)c1ccccc1	0.2	-0.4	2	20	-12	-2	0.8	7	2
COc1ccccc1C(CNc1ncccc1[N+](=O)[O-])N(C)C (stereo not drawn)	0.6	1.1	-13	-7	4	-12	2.5	14	-7
O=C(CC1NCCNC1=O)Nc1ccc(Oc2ccccc2)cc1 (stereo not drawn)	0.0	-0.6	-5	-9	-9	-10	0.2	15	-4
CCNS(=O)(=O)c1ccc(NC(=O)Nc2cc(C)ccc2OC)cc1	0.8	0.4	-2	3	2	-7	-0.2	10	-1
O=C(O)c1cccnc1Sc1ncnc2sc3c(c12)CCC3	-0.1	0.2	-24	-18	-10	2	-0.3	6	-5
COc1ccc(S(=O)(=O)NCC2CCCN(C(=O)CC3CCCC3)C2)cc1 (stereo not drawn)	1.4	-1.0	-14	5	15	-9	1.1	2	0
CN(C)CCOCCSc1ccc(Cl)cc1	0.3	0.7	-4	7	-5	-3	0.4	18	2
C[C@@H]1COC(=O)[C@H](Cc2ccc(F)cc2)CC/C=C/C[C@@H](CC(=O)N[C@@H](CO)Cc2ccccc2)C(=O)N1	0.2	0.7	-21	3	x	0	0.1	7	1
O=C(O)CCCc1ccccc1	0.3	0.9	-1	-16	-23	2	0.6	17	-7
Oc1ccc(/C=N/N=C(c2ccccc2)c2ccccc2)c(O)c1O	0.0	-1.4	-11	-7	-5	-5	-1.3	6	-3
NNC(=O)CC12CC3CC(C1)CC(n1ncnn1)(C3)C2	0.2	-1.8	-17	-7	1	-9	-0.2	16	-16
CCN(Cc1ccccc1)S(=O)(=O)c1c(C)[nH]c(C)c1C(=O)N1CCCCC1	0.2	0.8	-16	-29	-3	-11	0.4	19	-5
Cn1c(=O)c2c3c(sc2n2c(SCC(N)=O)nnc12)CC(C(C)(C)C)CC3 (stereo not drawn)	-0.1	0.1	-21	-6	-14	-8	-0.2	21	-4
COc1ccc(C(c2sc3nc(C)nn3c2O)N2CCc3ccccc3C2)cc1 (stereo not drawn)	0.3	1.1	-13	-1	-8	7	0.9	8	-5
O=C1C=CCC(/C=C/c2ccccc2)O1 (stereo not drawn)	x	-0.7	-9	-9	-8	x	0.6	x	-12
COc1ccc(S(=O)(=O)N(CCc2ccccc2)CC(=O)O)cc1	0.0	2.1	-3	13	-10	-9	0.1	-4	-1
O=C(COC(=O)c1ccc2c(c1)OCCO2)NCc1ccccc1	0.0	-0.4	-9	-8	-2	3	0.2	11	-24
O=C(Nc1ccc(N2CCOCC2)c(Cl)c1)c1ccc(-n2cnnc2)cc1	0.4	-0.4	3	1	4	4	3.5	-7	-5
COCCCn1c(C(=O)N2CCOCC2)cc2c(=O)n3ccccc3nc21	1.2	0.5	-4	-6	-8	-10	0.9	19	-1
COc1ccc(OC)c(NC(=O)C2CCCN2C(=O)OCc2ccccc2)c1 (stereo not drawn)	0.0	-1.0	-21	-6	8	-6	0.2	15	3
Cc1cc(=O)[nH]c(N/N=C/c2ccc(-c3ccc(F)cc3)o2)n1	1.1	0.4	-2	-12	0	-16	-0.2	14	-3
Clc1ccc(-n2nnnc2-c2cnc(-c3ccccn3)nc2-c2cccs2)cc1	1.3	0.4	-15	-19	-4	-8	2.6	16	-16
Cc1cc(C(F)(F)F)nc(NCc2ccc(F)cc2)n1	-0.4	-2.2	-22	11	-15	15	-0.3	-6	-11
CCOC(=O)/C=C/C(=O)Nc1ccc(S(=O)(=O)N(C)c2ccccc2)cc1	6.9	4.9	7	22	14	0	8.4	16	-15
COc1ccc(Cl)cc1-c1noc([C@@H]2O[C@H](CO)[C@H](O)[C@H](O)[C@H]2O)n1	-0.3	x	x	-3	x	0	x	12	x
O=C(CC1C(=O)NCCN1Cc1ccccc1C(F)(F)F)NC1CCCCC1 (stereo not drawn)	-0.4	-0.5	-29	-13	8	-9	-0.1	-5	-7
CCOC(=O)CSC1=C(C#N)C(c2ccccc2F)C(C(C)=O)=C(C)N1 (stereo not drawn)	5.1	-0.9	3	18	4	-5	-0.6	14	-10
COc1ccc(-n2ccnc2)cc1	0.3	-0.6	2	15	0	-10	0.5	11	-1
CCOC(=O)N1CCN(C(=O)/C=C/c2cccc([N+](=O)[O-])c2)CC1	0.8	-0.8	-8	4	-4	7	0.2	-13	-10

An excerpt from above in order of their number in TAAR1 antag, lowest first:
Compound	TAAR1 antag	GPR7 antag	OXTR potentiate
O=C1C=CCC(/C=C/c2ccccc2)O1 (stereo not drawn)	-9	-8	-12
COc1ccc(Cl)cc1-c1noc([C@@H]2O[C@H](CO)[C@H](O)[C@H](O)[C@H]2O)n1	-3	x	x
O=C(Nc1ccc(N2CCOCC2)c(Cl)c1)c1ccc(-n2cnnc2)cc1	1	4	-5
